Assay outcomes from PubChem BioAssay.
GALR2 blocker: antagonists of human galanin receptor 2 (GALR2); O43603; AID 828; 0.39% of 140,000 active; inhibition, % at 4 µM; GALR2-expressing cells, antagonist mode; in the data active means inhibition above about 27%;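 further: cells stimulated with galanin 1-16 at roughly its EC80; 0% = agonist challenge control and 100% = basal control without agonist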
Target sequence (O43603 whole entry, looked up): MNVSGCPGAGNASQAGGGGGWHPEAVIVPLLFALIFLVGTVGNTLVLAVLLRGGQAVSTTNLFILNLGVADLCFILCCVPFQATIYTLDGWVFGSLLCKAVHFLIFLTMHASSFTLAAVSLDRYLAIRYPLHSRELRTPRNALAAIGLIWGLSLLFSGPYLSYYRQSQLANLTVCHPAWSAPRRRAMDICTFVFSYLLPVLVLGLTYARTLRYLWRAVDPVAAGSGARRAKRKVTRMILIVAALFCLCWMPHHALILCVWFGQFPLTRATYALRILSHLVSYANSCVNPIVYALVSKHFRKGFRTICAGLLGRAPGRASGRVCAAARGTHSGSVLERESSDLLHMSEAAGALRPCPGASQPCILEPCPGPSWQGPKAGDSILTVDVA
E-sel TNF inh: blocks E-selectin expression induced by TNF alpha; inhibition, % at 2 µM; HUVEC TNFa-induced E-selectin immunofluorescence, high content; 0.71% of 120,000 active;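 active means inhibition above the batch mean plus 3 SD, and confirmed as a hit on visual image review, cut at about 43% in these data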;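 further: 0% = TNF-stimulated DMSO wells and 100% = unstimulated control wells; not every result past the cut was called active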
Yeast lifespan up: extends the lifespan of yeast. S. cerevisiae growth with nicotinamide, OD615; deaD strain in restrictive glucose medium. inhibition of the nicotinamide effect, % at 10 µM. 0.68% of 130,000 active;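 active means inhibition above a set limit, placed 3 SD over the median of all compounds, cut at about 26% in these data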;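 further: 0% = nicotinamide-treated wells and 100% = cells grown without nicotinamide; some compounds called inactive have numbers as strong as hits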
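Assay system: engineered S. cerevisiae DeaD replicative-lifespan strain, galactose-grown log-phase cells; Buffer or medium: CSMM-D glucose medium, restrictive; Probe or stimulus: nicotinamide 1.5 mM; Compound: single dose 10 µM compound, 0.25% DMSO; Schedule: 4 h preincubation then 48 h treatment at 30 °C; Technique: OD615 measurement.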
MRP-1 activ: MRP-1 activation; H69AR cells + doxorubicin, viability rescue, CellTiter-Glo; viability increase, % at 10 µM; 0.61% of 140,000 active; AID 799;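 active means viability gain under doxorubicin at or above a set limit, the compound median plus 3 SD, cut at about 4.7% in these data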;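 further: MRP-1 overexpressing cells given doxorubicin 25 µM after compound pretreatment; 18-22 h compound pretreatment then 72 h with doxorubicin before readout; 0% = doxorubicin-only wells and 100% = vehicle-treated cells without doxorubicin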
Yeast growth inh: reduces growth of yeast BB579 in restrictive medium; S. cerevisiae BB579 growth, OD615, 48 h; inhibition, % at 10 µM; 0.51% of 140,000 active;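 active means inhibition above a set limit, 3 SD over the mean compound inhibition, cut at about 44% in these data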; further: inactives centre near -24
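Material: Saccharomyces cerevisiae DeaD strain BB579, replicative lifespan model yeast; buffer or medium: CSMM-D restrictive synthetic medium containing dextrose (glucose); compound: 10 µM single dose, DMSO 0.25%; timing: 48 h compound exposure at 30 °C after 4 h preincubation; signal: turbidity as optical density at 615 nm; benchmarks: positive control amphotericin B 10 µg/mL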
NPY Y2 blocker: blocks the human neuropeptide Y Y2 receptor. 0.99% of 140,000 active. P49146. NPY-Y2 expressing cells, antagonist mode. AID 793. inhibition, % at 2.7 µM; in the data active means inhibition above about 17%;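 further: 0% = vehicle with agonist challenge and 100% = reference antagonist with challenge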
Target sequence (P49146 whole entry, looked up): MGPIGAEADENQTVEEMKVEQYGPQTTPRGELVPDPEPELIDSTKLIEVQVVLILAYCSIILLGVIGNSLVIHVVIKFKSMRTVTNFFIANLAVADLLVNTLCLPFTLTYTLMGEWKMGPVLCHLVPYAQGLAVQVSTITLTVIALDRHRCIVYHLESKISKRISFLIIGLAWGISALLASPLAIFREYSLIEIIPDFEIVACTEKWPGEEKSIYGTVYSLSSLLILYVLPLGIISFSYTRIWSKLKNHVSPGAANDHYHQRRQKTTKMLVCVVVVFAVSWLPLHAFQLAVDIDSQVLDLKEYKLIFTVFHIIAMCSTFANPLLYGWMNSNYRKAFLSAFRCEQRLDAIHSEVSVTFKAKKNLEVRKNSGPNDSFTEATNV
PTEN del growth: growth suppressors of cells with PTEN tumor suppressor deletion; 1.2% of 140,000 active; HCT116 PTEN-null viability, CellTiter-Glo, 60 h; active compounds read low; AID 827; viability, % at 10 µM;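 active means viability at or below a set limit, 4 SD under the median of all tested compounds, cut at about 3.7% in these data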;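 further: PTEN knockout HCT116 line with beta catenin targeted HCT116 as companion control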
Phagocyt inh: blocks phagocytosis by macrophages | 0.07% of 110,000 active | inhibition, % at 5 µM | AID 1029 | J774A.1 macrophage IgG-bead phagocytosis, imaging;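 active means inhibition above the mean of the plate negative controls plus 5 SD, cut at about 13% in these data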;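 further: phagocytic index as fraction of beads internalized from green versus red external bead signal; plate controls were DMSO negative control for no effect and cytochalasin-D positive control for full effect; some results beyond the cut were filed as inactive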
HCT116 bCat-KO: beta-catenin-lacking colon tumor cell growth suppression. HCT116 beta-catenin knockout viability, CellTiter-Glo, 60 h; active compounds read low. viability, % at 10 µM. 1.5% of 140,000 active. AID 818;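 active means viability at or under a set limit, the compound median less 4 SD, cut at about 6% in these data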;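 further: 0% = Hyamine 1622 control at 20 µM and 100% = untreated cell control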
Measles CPE: protection of cells from measles virus | Measles virus-infected cells, CPE protection, absorbance | protection (pct of control), % at 4 µM | 1.5% of 140,000 active | AID 841; in the data active means protection mostly above about 24%, no sharp cut-off; inactive means mostly below about 26%; further: some compounds called inactive have numbers as strong as hits
* marks the source's active call; other numbers are inactive results; / = no result given; & = joins results of further samples.

Structure,NPY Y2 blocker,E-sel TNF inh,Measles CPE,Phagocyt inh,Yeast lifespan up,GALR2 blocker,HCT116 bCat-KO,MRP-1 activ,Yeast growth inh,PTEN del growth
Cc1ccc(/C=C/C(=O)Nc2ncc(C)s2)o1,1,/,19,4,0,4,94,0.3,3,76
O=C(NCc1ccco1)c1csc(Nc2ccccc2Cl)n1,3,-11,4,0,-11,5,61,-4.0,-26,63
COc1cc(/C=C/C(=O)N2c3ccccc3Sc3ccc(C(F)(F)F)cc32)cc(OC)c1OC,1,/,2,-3,4,-6,58,1.7,-46,55
Cc1ccc(C)c(NC(=O)C(Sc2nncn2C)c2ccccc2)c1 (centres undefined),-1,/,16,0,-3,14,92,-2.5,-18,95
Cc1ccc(N)c(C(=O)CCCCC(=O)O)c1,-1,19,9,0,/,11,92,-3.4,-19,103
O=C(c1ccc(-c2nnc(Nc3ccccc3)c3ccccc23)cc1)N1C[C@H]2C[C@H](C1)c1cccc(=O)n1C2,-2,-1,4,1,-21,5,106,-0.8,-57,93
CCOC(=O)c1[nH]c2ccccc2c1NC(=O)c1ccc(Br)o1,-2,20,5,/,/,16,82,-5.0,-32,74
CCOc1ccc(NS(=O)(=O)c2ccc3[nH]cc(C(=O)N(CC)CC)c(=O)c3c2)cc1,3,4,2,/,-30,10,86,0.2,-26,86
Cc1ccc(OCC(=O)N2CCN(c3nnc(-c4ccccc4)c4ccccc34)CC2)cc1,4,-15,4,-1,-21,-18,43,-0.8,-34,44
COc1ccc(OC)c(-n2nnnc2SCC(=O)O)c1,2,15,22,0,-3,1,106,0.6,-35,103
CCn1c(SCc2ccccc2)nnc1-c1cccs1,-2,-13,4,/,-2,4,86,-1.0,-17,82
CN(C)/C=C(\C#N)c1nc2ccccc2[nH]1,2,-7,8,/,-2,6,92,-0.3,-37,92
O=C1CC(C(=O)N2CCOCC2)C2(CCCCC2)O1 (centres undefined),2,16,11,-2,-1,-4,99,0.3,1,104
O=C(Nc1ccc(F)cc1)c1ccc(COc2ccccc2)cc1,-1,/,13,4,10,3,80,1.8,-19,84
COC(=O)c1c(=O)n(O)c2ccc(OC)cc2[n+]1[O-],4,16,3,1,1,5,100,-0.2,-78,103
CCn1c(CSc2nc3ccccc3[nH]2)n[nH]c1=S,4,-3,16,/,-11,-9,89,0.3,-18,103
COC(=O)C1=C(C)NC2=C(C(=O)CCC2)C1c1cn(Cc2ccc(Cl)cc2Cl)nc1-c1ccccc1 (centres undefined),19*,-32,8,1,-15,10,67,-1.2,-38,51
Cn1c(CSCc2ccc(Cl)c(Cl)c2)nnc1SCC(=O)Nc1nccs1,2,4,7,-2,-19,6,77,-3.0,-2,73
C=CCOc1ccccc1/C=c1\sc2nc(=O)c(C)nn2c1=O,2,10,4,/,/,-14,78,1.5,-51,74
COC(=O)C1CCN(C(=O)Cc2ccc(OC)c(OC)c2)CC1,-4,-24,3,/,-1,3,80,-1.6,-45,82
Cc1nc2ccccc2c2oc(C(=O)NCC3COc4ccccc4O3)cc12 (centres undefined),4,-27,6,0,-14,10,22,0.7,-27,27
Cc1nnc(SCC(=O)N2CCN(S(=O)(=O)c3ccccc3)CC2)[nH]c1=O,3,3,5,-1,-5,2,100,0.1,-37,100
Cc1ccc(-c2nc(CSCC(=O)NCCCN3CCOCC3)c(C)o2)cc1,2,26,20,-2,-12,-2,96,-0.5,-21,96
CC(=O)Oc1c(C(=O)c2nnc(C)o2)c(=O)n(Cc2ccccc2)c2ccccc12,-1,17,4,-4,10,-11,92,1.5,-12,101
CCOc1cc(CN2CCSCC2)ccc1O,0,-27,6,-1,-1,-18,98,-1.1,-63,90
O=C(C=C1CCN(c2ncc(C(F)(F)F)cc2Cl)CC1)NNC(=O)Nc1ccc(Cl)cc1,0,-12,13,-1,-1,2,89,-2.4,-26,87
COc1ccc(S(=O)(=O)N2CCCCC2)cc1Br,3,-4,3,-1,-1,7,99,-0.1,-6,88
CC(Sc1nc2ccccc2s1)C(=O)Nc1ccc2c(c1)OCO2 (centres undefined),9,/,3,-4,-1,4,91,-1.8,-34,91
O=C(CN(Cc1ccccc1F)S(=O)(=O)c1ccc(Cl)cc1)NCCC1=CCCCC1,6,21,20,-2,-16,-4,82,-3.6,-47,81
CCCCCc1nnc(NC(=O)CS(=O)(=O)Cc2ccccc2)s1,5,-14,14,/,0,-37,98,1.3,-22,104
O=C(NCc1ccco1)C(Cc1ccccc1)N1C(=O)c2ccccc2C1=O (centres undefined),-2,/,9,3,-2,-3,96,-3.2,-30,102
c1ccc(-c2nnc3sc(CN4CCC5(CC4)OCCO5)cn23)cc1,2,-17,24,-3,5,0,88,-0.8,-57,94
Cc1ccc(Cn2nc(-c3ccccc3)nc2-c2ccccc2)cc1,14,-6,8,/,-4,4,71,-0.4,-37,71
Clc1ccccc1-c1nnc(-c2ccccc2Cl)o1,14,11,9,/,/,-8,95,-4.0,-50,96
CCN(CC)C(=O)c1ccc(COc2ccccc2Cl)cc1,15,1,3,/,-23,-4,63,-0.4,-54,67
CN1CC(c2ccccc2)C(c2ccc(Cl)cc2)=N1 (centres undefined),5,/,18,-4,-5,6,92,-2.4,-36,83
CCOC(=O)NCc1ccc(CNC(=O)OCC)cc1,4,/,2,0,-12,0,104,-0.5,-24,95
COc1cccc(/C=N/n2c(C)nc3ccccc32)c1OC,13,12,3,0,-17,-6,73,-0.8,-27,70
C#CCOCCOCCOCCNc1nc(N2CCN(C(=O)[C@H](C)n3cc(CCCN=C(N)N)nn3)CC2)nc(N2CCN(C(=O)[C@H](CCCCN)n3cc(CCCC)nn3)CC2)n1,0,/,4,/,6,6,87,-2.2,-13,94
Cc1cc(C)cc(N(CC(=O)NC2CCCCC2)C(=O)c2ccc(C)s2)c1,4,-33,8,/,-22,-6,89,-2.9,-39,77
CCCc1c(C)c2ccc(OCC(C)=O)cc2oc1=O,2,7,6,1,-19,0,100,1.0,-21,103
CC(=O)N(C)c1ccc(OCC(O)Cn2c3ccc(Cl)cc3c3cc(Cl)ccc32)cc1 (centres undefined),3,-33,6,0,-18,-11,2.8*,-7.7,-29,1.8*
COc1ccc(OC)c(NC(=O)c2nnn(Cc3ccccc3C)c2N)c1,3,-5,2,-5,-17,11,81,-0.6,-17,87
NC(=O)NC(Cc1ccccc1)c1ccccc1 (centres undefined),4,/,0,0,-8,6,93,-2.0,-27,88
CCN(C(=S)Nc1cc(S(=O)(=O)N2CCOCC2)ccc1Cl)c1cccc2ccccc12,0,17,6,11,-1,5,92,-0.1,-23,92
N#C/C(=C/c1ccc(N2CCCCCC2)o1)c1ccc(Cl)cc1,2,-17,4,-1,16,27,52,-1.3,-87,64
CC(C)C(c1nnnn1Cc1ccc2c(c1)OCO2)N1CCN(c2ccccc2)CC1 (centres undefined),2,-25,18,-1,-6,-2,90,-2.5,-32,90
CNC(=O)C1CC(=O)N(Cc2ccc(OC)c(OC)c2)C(=Nc2ccc(OC)cc2)S1 (centres undefined),4,-4,5,/,-25,9,100,-1.5,12,105
CC(NC(N)=O)C12CC3CC(CC(C3)C1)C2 (centres undefined),0,-15,12,1,-5,-21,90,-0.6,-7,103
CC(=O)c1c(C)[nH]c(C(=O)Nc2ccc3c(c2)OCCO3)c1C,1,-37,14,0,-10,-10,97,-1.5,-10,87
CCSc1nnc(NC(=O)c2csc3c2CCCC3)s1,4,22,8,-1,-12,12,56,-0.6,-25,79
CCCCCCNC(=O)CCCCCNS(=O)(=O)c1ccc(OC)cc1,0,5,6,-3,4,-2,93,-2.7,-16,93
Nc1nc2ccccc2n1CCOc1ccccc1Cl,5,/,16,/,1,-3,41,-3.8,8,46
CCN(CC)C(=O)/C(NC(=O)c1ccccc1)=C(/Sc1ncccn1)c1ccccc1,2,/,20,/,7,5,92,-3.3,-14,101
CCCCCNC(=O)C(C)Sc1ccc(Cl)cc1 (centres undefined),9,16,11,-1,7,-3,94,-0.4,-4,95
Cc1ccc(-c2cccc(NC(=O)C3C(C(=O)O)[C@@H]4C=C[C@H]3C4)c2)o1 (some centres undefined),0,/,17,0,-25,-6,94,1.1,-56,96
COc1cc(C(=S)N2CCOCC2)ccc1OC(=O)Cc1ccc(F)cc1,-1,9,23,-5,3,9,87,-0.1,-17,98
C=CCN(CC=C)C(=O)c1ccccc1NC(=O)c1ccccc1C,-2,6,5,4,-12,7,97,-2.6,-25,90
COc1ccc(-n2nnc3c(SCC(=O)OCc4ccccc4)ncnc32)cc1,2,/,4,2,-3,-9,72,-2.6,-31,77
CCn1cc2c(c1-c1cccc(C)c1)c(=O)n(C)c(=O)n2C,5,-5,12,-1,-3,9,87,-2.9,-42,88

(next part)
Structure,NPY Y2 blocker,E-sel TNF inh,Measles CPE,Phagocyt inh,Yeast lifespan up,GALR2 blocker,HCT116 bCat-KO,MRP-1 activ,Yeast growth inh,PTEN del growth
Cc1ccccc1NC(=O)CSc1nc2n(n1)CCCCC2,-1,/,5,-2,-2,13,101,0.4,-13,103
CCOc1ccccc1NC(=O)CSC1=C(C#N)C(c2ccco2)C(C(=O)Nc2nc3ccccc3s2)=C(C)N1 (centres undefined),4,-9,8,-7,3,1,46,-3.8,-36,34
COc1cc(SC)ccc1C(=O)NCCOc1ccc(F)cc1,9,7,14,-6,-5,13,100,3.4,-6,98
Cc1cc(N2CCC(C)CC2)nc2cccc(O)c12,4,9,4,0,-10,3,87,-3.9,-10,88
CCOC(=O)c1c(NC(=O)C2CCCN(S(=O)(=O)c3ccccc3)C2)sc2c1CCCC2 (centres undefined),3,0,8,-6,-3,5,20,-0.8,-21,48
COc1ccc(CCNC(=O)CSc2nc(O)c(CC(C)C)c(=O)[nH]2)cc1OC,17*,2,15,1,-7,-4,91,0.1,-64,102
COc1ccc(CCNS(=O)(=O)c2cccc(C)c2)cc1OC,1,6,3,0,-17,12,100,0.2,6,95&102
O=C(C(=O)N1CCc2ccccc2C1)N1CCc2ccccc2C1,-1,-32,12,-4,-2,-9,85,-2.9,-19,110
COc1cccc2c(=O)cc(C)n(CC(=O)Nc3ccc(C)c(C)c3)c12,7,-7,10,/,-6,19,48,-2.8,-8,70
CCOn1c(=O)c(-c2ccc(OC)c(OC)c2)[n+]([O-])c2ccccc21,1,-20,4,/,-10,-3,101,-2.8,-31,101
CCC(=O)Nc1cccc(-c2cn3ccccc3n2)c1,2,30,8,-6,-1,4,95,2.4,9,99
O=C(O)c1cc(-c2ccc(N3CCOCC3)cc2)nn1-c1ccc(F)cc1F,2,/,2,-6,-7,-14,94,-1.2,15,97
COc1ccc2[nH]c(C)cc(=O)c2c1,4,5,5,/,/,0,89,-1.7,0,99
